Assay outcomes from PubChem.
KDM5B inh: Primary screen for KDM5B Histone Demethylases FDH-coupled qHTS; KDM5B demethylase, FDH-coupled NADH fluorescence (FDH is formaldehyde dehydrogenase); Potency, µM (highest dose often 57.7 µM), for the others: at the top dose activity change, negative = inhibition, actives largely listed as inhibitors; 220,000 compounds, 2.6% hits; AID 1347165, 2019; active = well fitted inhibition curve with a large enough effect; inconclusive = small, poorly fitted or top-dose-only effect; inactive = no such curve, though single readings can be large or run the other way; note: 0% is about no effect; nearly all actives have a fitted effect of over 70% in size
Target sequence (Q9UGL1 whole entry, looked up): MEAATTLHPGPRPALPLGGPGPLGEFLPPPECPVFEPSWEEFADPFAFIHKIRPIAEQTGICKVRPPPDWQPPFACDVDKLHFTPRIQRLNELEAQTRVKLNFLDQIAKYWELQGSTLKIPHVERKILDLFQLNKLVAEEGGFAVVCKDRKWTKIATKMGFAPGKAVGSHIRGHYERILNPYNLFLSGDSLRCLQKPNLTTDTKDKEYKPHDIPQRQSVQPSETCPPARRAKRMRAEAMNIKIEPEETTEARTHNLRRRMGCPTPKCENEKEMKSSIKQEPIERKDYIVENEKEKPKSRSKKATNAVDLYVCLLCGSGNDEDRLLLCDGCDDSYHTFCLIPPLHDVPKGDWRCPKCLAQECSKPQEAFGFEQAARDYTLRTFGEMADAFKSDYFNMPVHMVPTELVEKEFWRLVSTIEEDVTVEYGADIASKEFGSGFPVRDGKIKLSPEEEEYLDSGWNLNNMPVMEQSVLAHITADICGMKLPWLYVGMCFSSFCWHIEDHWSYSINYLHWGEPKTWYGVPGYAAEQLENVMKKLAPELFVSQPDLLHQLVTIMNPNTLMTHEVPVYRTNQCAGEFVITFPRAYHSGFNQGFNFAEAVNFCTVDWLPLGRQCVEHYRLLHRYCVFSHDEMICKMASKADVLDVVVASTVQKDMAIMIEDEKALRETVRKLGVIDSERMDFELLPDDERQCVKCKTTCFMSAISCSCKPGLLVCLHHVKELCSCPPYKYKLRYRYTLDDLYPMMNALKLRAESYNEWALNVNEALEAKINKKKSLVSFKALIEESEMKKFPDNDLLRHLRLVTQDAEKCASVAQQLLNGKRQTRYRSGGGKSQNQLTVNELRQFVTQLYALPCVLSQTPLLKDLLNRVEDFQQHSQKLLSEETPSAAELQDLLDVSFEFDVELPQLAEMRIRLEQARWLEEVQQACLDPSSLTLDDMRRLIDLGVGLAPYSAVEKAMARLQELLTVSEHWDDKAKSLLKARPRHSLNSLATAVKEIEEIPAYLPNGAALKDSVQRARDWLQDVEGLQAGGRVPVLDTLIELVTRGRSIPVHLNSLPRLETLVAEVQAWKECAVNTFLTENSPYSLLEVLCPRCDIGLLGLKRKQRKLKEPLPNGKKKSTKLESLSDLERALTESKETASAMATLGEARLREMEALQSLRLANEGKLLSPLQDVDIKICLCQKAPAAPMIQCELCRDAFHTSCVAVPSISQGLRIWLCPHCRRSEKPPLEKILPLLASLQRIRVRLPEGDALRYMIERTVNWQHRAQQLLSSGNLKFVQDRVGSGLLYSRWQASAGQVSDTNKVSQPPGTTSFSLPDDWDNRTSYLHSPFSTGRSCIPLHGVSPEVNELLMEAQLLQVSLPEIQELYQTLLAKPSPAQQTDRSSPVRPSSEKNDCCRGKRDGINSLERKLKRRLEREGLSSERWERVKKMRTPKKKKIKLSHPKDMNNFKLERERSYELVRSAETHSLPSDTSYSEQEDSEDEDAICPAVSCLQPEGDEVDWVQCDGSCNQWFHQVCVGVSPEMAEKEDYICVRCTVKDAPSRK
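qHTS format, multiple compound concentrations. Buffer 50 mM HEPES pH 7.5/0.01% Tween-20; 200 nM KDM5BΔAP final; 10 min compound preincubation; substrate-mix levels 12.5 µM peptide, 25 µM α-KG, 0.25 mM NAD⁺; 30 min RT; ΔRFU.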
Active calls of the source: *; ? = inconclusive; [ ] = another dose, or the depositor's remark. Potency is the fitted concentration of half-maximal effect. Some of the compounds tested. The share of hits here may be higher or lower than overall.

SMILES	KDM5B inh
Cc1cccc(OCC2(CNC3CCC3)C[C@@H](O)[C@@H](O)C2)n1 (some centres undefined)	10%[86.2 µM]
CC(C)Oc1ccc2c(NC(=O)c3ccnn3C)nn(Cc3ccccc3)c2c1	-20%
COc1ccc(-c2nnc(SCC(=O)Nc3ccc(C)c(C)c3)s2)cc1	2%
Cc1sc(NC(=O)CCC(=O)O)c(C(N)=O)c1-c1ccc(C(C)C)cc1	0%
COc1ccccc1Nc1cc(C(=O)NCCCN(C)c2ccccc2)c2ccccc2n1	?
COc1ccc(OC)c(CN2CCC3(CC2)CC3C(=O)N(C)CCOc2ccc(C)cc2)c1 (centres undefined)	-2%
COCC[C@]1(O)CCN(S(=O)(=O)N(C)Cc2ccccc2)C[C@H]1C	-12%
O=C(NCC1CCCO1)c1cnc2c(c1)N(Cc1ccccc1)CCC2 (centres undefined)	40µM*
COC(=O)c1ccc(C)c(NC(=O)c2cc(=O)c3ccccc3o2)c1	5%
CCC(C)Sc1oc(-c2ccco2)nc1S(=O)(=O)c1ccc(Cl)cc1 (centres undefined)	?
COC(=O)C1=C(C)Nc2nc3ccccc3n2C1c1ccc(OC)c(OC)c1 (centres undefined)	13%
O=C1NC(C(=O)NCc2ccc(Cl)cc2)Cn2cccc21 (centres undefined)	-9%
Brc1ccccc1-c1nnc(CN2CCc3ccccc3C2)o1	-19%
CC1CCC(N2CCC(=O)CC2)CC1 (centres undefined)	-8%
CN1CC(=O)N(C2CCNCC2)Cc2c(NCC(C)(C)C)ncnc21	-21%[115 µM]
CC(=O)c1cccc(NC(=O)c2c(C)nn(-c3ccc(F)cc3)c2-n2cccc2)c1	?
CN1C(=O)CCC2(CNC(=O)c3cn[nH]c3-c3ccc(F)cc3)CCC=C12 (centres undefined)	6%
CNC(=O)c1ccc(CNC(=O)C2CCCC2)cc1	24%
Cc1ccc2c(CN3CCN(S(=O)(=O)c4ccc5c(c4)OCCO5)CC3)cc(=O)oc2c1C	-8%
O=C(Nc1nc(-c2ccc(Cl)cc2)cs1)c1cc(=O)c2ccccc2o1	9%
CCCc1nnc(C(=O)Nc2ccc(C(=O)N3CCOCC3)cc2)s1	17%
CC(C)C(=O)Nc1ccc(NC(=O)C(C)C)c(Cl)c1	11%
NC(=O)c1cc(S(=O)(=O)NCc2ccc(Br)cc2)cs1	-3%
COc1cc(OC)c(NC(=O)CSC2=Nc3ccccc3N=C(c3ccc(F)cc3)C2)cc1Cl	-13%
Cc1ccc(NC(=O)c2cncn2-c2ccccc2)cc1S(=O)(=O)Nc1ccccc1F	5%

New compounds follow.
SMILES	KDM5B inh
COc1ccc(-c2noc(-c3ccc(N4CCC(C)CC4)c([N+](=O)[O-])c3)n2)cc1OC	-20%
CCOC(=O)C1CCC(CN(Cc2c(Cl)cccc2Cl)S(=O)(=O)c2ccc(F)c(C)c2)CC1 (centres undefined)	5%
Cn1c(=O)[nH]c(=O)c2c1nc(SCC(=O)OCc1ccccc1)n2Cc1ccccc1	12%
COC(=O)c1cccc(NC(=O)c2ccc3c(c2)CCC3)c1	12%
O=[S+]1([O-])NCC2(CCCN(Cc3cnccn3)C2)Oc2ncccc21 (centres undefined)	-11%[115 µM]
Cc1ccc(C)c(N2CCN(C(=O)c3cc4c(=O)n(Cc5ccccc5)ccc4nc3C)CC2)c1	-15%
Cc1ccc(C)c(N2CCN(CCCNC(=O)Cn3ncc4c5ccccc5n(C)c4c3=O)CC2)c1	1%
CC1=C[C@@H](CNC(=O)N2CCOCC2)[C@H](C(C)C)C[C@H]1Cc1nc2ccccc2[nH]1	9%[86.2 µM]
Cc1c(C(C)NC(=O)C2(c3ccc(Cl)cc3)CCC2)cnn1-c1ccccn1 (centres undefined)	28%
CN(CC1CCOC1)C(=O)c1cccs1 (centres undefined)	-19%
O=C(CN1CCN(c2ccc(F)cc2)CC1)N1N=C(c2cc3ccccc3o2)CC1c1ccco1 (centres undefined)	13%
CCOc1ccc(CCNC(=O)C2=C(C)C(=O)OC23CCCCC3)cc1	-3%
CCOc1cc(CNC(=O)c2ccccc2NC(=O)c2nsc3ccccc23)ccc1OC	-18%
COCC(C)n1c(C)cc(C(=O)Cn2cnc3scc(-c4ccc(C)s4)c3c2=O)c1C (centres undefined)	?
Nc1ccnn1-c1ccccc1	29%
Cc1ccc(OCC(=O)Nc2ccc(OCc3cc(=O)n4c(C)csc4n3)cc2)cc1C	?
CC1=C(C(=O)Nc2cc(Cl)ccc2C)C(c2ccco2)n2ncnc2N1 (centres undefined)	3%
Cc1cc(C)cc(OCC(=O)Nc2cccc(-c3nc4ccccc4[nH]3)c2)c1	?
COc1ccc(OC)c(CNC(=O)C2Cn3cccc3C(=O)N2CC(C)C)c1 (centres undefined)	-17%
Cc1ccc(NCc2nc3ccccc3n2CCOc2ccccc2C)cc1	?
CCCc1cc(=O)n2nc(N(C)CC(=O)Nc3cccc(Cl)c3C)sc2n1	2%
CCOC(=O)c1cc(CC)sc1NC(=O)CC1Sc2ccccc2NC1=O (centres undefined)	1%
C[S+](=O)([O-])N1CCCC2(C1)C(=NC1CCCCC1)NC(=O)N2c1cccnc1 (centres undefined)	3%
O=S(=O)(NC[C@H]1O[C@@H](CO)[C@@H](O)[C@H]1N1CCN(c2ncccn2)CC1)c1ccccc1	-38%
CC1=NS(=O)(=O)N(C)C=C1C(=O)OCc1noc(-c2cccs2)n1	2%

Continued:
SMILES	KDM5B inh
COc1ccc(-c2csc(NC3OC(=O)c4c3ccc(OC)c4OC)n2)cc1 (centres undefined)	24%
CCOC(=O)c1oc2c(c1C)-c1nn(Cc3cccc(Cl)c3)cc1CC2	?
COc1ccc(Cl)cc1S(=O)(=O)N1CCCC(CO)(Cc2cccc(Cl)c2)C1 (centres undefined)	-10%
CC1(C)SC2c3ccccc3C(=O)N2[C@@H]1C(=O)NCc1ccc(Cl)cc1 (some centres undefined)	6%
S=C(N/N=C/c1c(Cl)cccc1Cl)Nc1ccccc1	-2%
Cc1cccc(CN2CCCC3(Cc4ccccc4CNC3=O)C2)c1 (centres undefined)	0%[149 µM]
C=C(C)c1cccc(C(C)(C)NC(=O)Nc2ccc(OC)nc2)c1	-1%
O=C(CN1CCN(c2ccc([N+](=O)[O-])c3cnccc23)CC1)Nc1ccc(F)cc1	-5%
O=C(Nc1ccccc1)N1C[C@@H](F)[C@@H](OCc2nc3ccccc3o2)C1	-12%[86.2 µM]
O=C(c1ccc(F)cc1F)N1CCN(c2cc(-c3ccccc3)[nH]n2)CC1	-18%
CCCC[n+]1ccn(-c2nc3ccccc3nc2[N-]S(=O)(=O)c2cccs2)c1	?
CCOC(=O)Cn1c(=O)n(CC2CCCO2)c2nc(-c3ccc(C(C)C)cc3)nc(C(N)=O)c21 (centres undefined)	?
C[C@@]12CO[C@@H](Cc3ccccc3)O[C@@H]1CC[C@]1(C)C2CC[C@@H](O)[C@H]1CC(=O)NCc1ccccc1 (some centres undefined)	27%
O=C1COc2ccc(Nc3ccccc3)nc2CN1CCOc1ccccc1	40µM*
Cc1ccc(-c2nc3ccccc3[nH]2)cc1NC(=O)COc1ccccc1[N+](=O)[O-]	-13%
CN1C(=O)CO[C@H](c2ccc(NC(=O)C3CCCC3)cc2)[C@H]1CO	?
COc1cccc(NC(=O)N[C@H]2CCN(C(=O)c3cnccn3)[C@@H]2C(=O)N[C@@H](CCCNC(=O)c2cnccn2)C(N)=O)c1	9%
CC(C)Cc1nn2c(=O)cc(COC(=O)c3ccc(NC(=O)C4CCCCC4)cc3)nc2s1	-9%
COC(=O)c1ccc(NC(=O)Cn2c(-c3cnccn3)nc(C)c(C)c2=O)cc1	-21%
COc1cccc(CNC(=O)[C@@H]2C[C@@H](O)CN2C2CCN(C(=O)c3cccnc3C)CC2)c1	1%
CCOc1ccc(-c2c(C)nn3c(C)c(C(=O)NCCc4ccc(Cl)cc4)cnc23)cc1OCC	?
COc1ccc2nc(Nc3nc(C)c(Cc4cccc(Cl)c4)c(=O)[nH]3)nc(C)c2c1	17%
CCCCn1cnc2c1c(=O)n(CC(O)COc1ccccc1)c(=O)n2CCC (centres undefined)	16%
CN(C)c1ccc(CNc2nc(-c3ccco3)nn2C(=O)c2cccc([N+](=O)[O-])c2)cc1	?
COc1ccccc1-c1nc(C(=O)NCc2cccs2)n2ccccc12	?

The listing continues.
SMILES	KDM5B inh
CC(NC(=O)c1ccc(-c2nnc3ccc(NC(=O)C4CCC4)cn23)cc1)c1cccs1 (centres undefined)	28µM*
O=C(c1ccc(S(=O)(=O)N2CCCC2)cc1)N1CCN(c2cccc(Cl)c2)CC1	-6%
COc1ccc(C2CC(C(=O)NCc3ccccc3)CN(C(=O)C3CC3)C2)cc1OC (centres undefined)	-20%
COc1ccccc1N1CCN(S(=O)(=O)c2ccc(F)c(C(=O)Nc3ccc(Cl)cc3C(F)(F)F)c2)CC1	-21%
CC(NC(=O)c1ccc2c(c1)N(Cc1ccccc1)C(=O)c1ccccc1S2=O)c1ccc2c(c1)OCCO2 (centres undefined)	-23%
Cc1ccc(CN(C)Cc2cnc(S(=O)(=O)C(C)C)n2CCc2ccccc2)o1	?
O=C(CCc1nc2ccccc2s1)NC1CCCCCCC1	11%
CC1CCC(NC(=O)CN2CCN(c3cccc(F)c3C#N)CC2)CC1 (centres undefined)	11%
COCc1nc(-c2ccc(OC3CN(C(=O)Cc4ccccc4)C3)cc2)no1	-7%
O=C(NC1CC1)C(Sc1ccccn1)c1ccccc1 (centres undefined)	22%
CCSCCC(=O)Nc1ccc(Cl)c(C(=O)NC)c1	12%
COc1ccc(NS(=O)(=O)c2ccc(OCC(=O)NCc3ccccc3OC)c(C)c2)cc1	-9%
N#Cc1ccc2c(c1)OCCO2	-11%
CC(=O)N(C)C1CCCc2ccccc21 (centres undefined)	-28%[115 µM]
O=C(NC1CCN(C(=O)C2CC2)CC1)c1cc2cc(F)ccc2[nH]1	22%
O=C(Nc1ccc(N2CCOCC2)cc1)c1ccc([N+](=O)[O-])o1	-12%
CCOc1ccc2c(c1)cc(C(=O)NCCOc1ccccc1)n2C	?
O=C(O)[C@@H]1CN(C(=O)CCc2ccc(=O)[nH]n2)C[C@H]1C1CC1	0%
COc1ccc(C(=O)COC(=O)c2sc(C)nc2C)cc1Cl	17%
O=c1cc(CN2CCN(c3ccccc3)CC2)occ1OCc1ccccc1	-21%
CCCCCCCCOc1ccc(/C=C/C(=O)O)cc1	29%
CCOc1ccccc1C(=O)NCc1nnc2cc(-c3nc(C)no3)ccn12	?
COCCn1c(C)nnc1-c1cc(-c2ccc(OC)c(OC)c2)ccn1	32µM*
CC(C)NC(=O)C[C@@H]1C[C@H]2O[C@H](CNC3CCCC3)[C@@H](O)[C@H]2O1	4%[86.2 µM]
O=C(Nc1cccc(S(=O)(=O)N2CCCC2)c1)c1n[nH]c2ccccc12	9%

The list continues:
SMILES	KDM5B inh
O=C(CSc1c2c(nc3cc(Cl)ccc13)CCCC2)NCc1ccccc1Cl	-26%
O=C(CSC1=NNC(c2ccccn2)S1)Nc1cccc(Cl)c1 (centres undefined)	27%
CCCn1c(NCc2ccccc2F)nc2ccccc21	4%
CN(Cc1ccccc1)C(=O)CSc1nc2ccccc2n1Cc1ccccc1F	3%
Cc1cc(C[C@@H]2COC[C@@H]2NC(=O)CCc2n[nH]c(C)n2)on1	-13%
COc1ccc(CNC(=O)CCn2c(=O)c3cccn3c3ccc(F)cc32)cc1OC	-4%
C[C@@H]1C(=O)O[C@H]2[C@H]1CC[C@@]1(C)Cc3sc(NC(=O)c4ccc(N(C)C)cc4)nc3[C@@H](C)[C@H]21	28µM*
Cc1ccc(-n2nc(-c3ccccc3)c3cnc4cc5c(cc4c32)OCO5)cc1C	-17%
O=C(Cc1cccc(F)c1)N1CCC[C@H]1c1nc(-c2ccccc2Cl)no1	22%

Structures shown so far that have fluorine:
SMILES	KDM5B inh
CC(=O)c1cccc(NC(=O)c2c(C)nn(-c3ccc(F)cc3)c2-n2cccc2)c1	?
CN1C(=O)CCC2(CNC(=O)c3cn[nH]c3-c3ccc(F)cc3)CCC=C12 (centres undefined)	6%
COc1cc(OC)c(NC(=O)CSC2=Nc3ccccc3N=C(c3ccc(F)cc3)C2)cc1Cl	-13%
Cc1ccc(NC(=O)c2cncn2-c2ccccc2)cc1S(=O)(=O)Nc1ccccc1F	5%
CCOC(=O)C1CCC(CN(Cc2c(Cl)cccc2Cl)S(=O)(=O)c2ccc(F)c(C)c2)CC1 (centres undefined)	5%
O=C(CN1CCN(c2ccc(F)cc2)CC1)N1N=C(c2cc3ccccc3o2)CC1c1ccco1 (centres undefined)	13%
O=C(CN1CCN(c2ccc([N+](=O)[O-])c3cnccc23)CC1)Nc1ccc(F)cc1	-5%
O=C(Nc1ccccc1)N1C[C@@H](F)[C@@H](OCc2nc3ccccc3o2)C1	-12%[86.2 µM]
O=C(c1ccc(F)cc1F)N1CCN(c2cc(-c3ccccc3)[nH]n2)CC1	-18%
COc1ccccc1N1CCN(S(=O)(=O)c2ccc(F)c(C(=O)Nc3ccc(Cl)cc3C(F)(F)F)c2)CC1	-21%
CC1CCC(NC(=O)CN2CCN(c3cccc(F)c3C#N)CC2)CC1 (centres undefined)	11%
O=C(NC1CCN(C(=O)C2CC2)CC1)c1cc2cc(F)ccc2[nH]1	22%
CCCn1c(NCc2ccccc2F)nc2ccccc21	4%
CN(Cc1ccccc1)C(=O)CSc1nc2ccccc2n1Cc1ccccc1F	3%
COc1ccc(CNC(=O)CCn2c(=O)c3cccn3c3ccc(F)cc32)cc1OC	-4%
O=C(Cc1cccc(F)c1)N1CCC[C@H]1c1nc(-c2ccccc2Cl)no1	22%

Compounds shown so far with bromine:
SMILES	KDM5B inh
Brc1ccccc1-c1nnc(CN2CCc3ccccc3C2)o1	-19%
NC(=O)c1cc(S(=O)(=O)NCc2ccc(Br)cc2)cs1	-3%
